High-throughput results (PubChem BioAssay)
NCOA2 inhibitor: inhibits human steroid receptor coactivator 2; hit rate 0.17% among 370,000; inhibition, % at 9 µM; Q15596; HEK293 GAL4-SRC2 luciferase reporter, luminescence;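 active means inhibition above the mean inhibition of all tested compounds plus 3 SD, set per campaign, cut at about 52% in these data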;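 further: 0% = DMSO treated cells and 100% = cells given Gossypol at 36 µM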
Target sequence (Q15596 whole entry, looked up, the tested form may be a part): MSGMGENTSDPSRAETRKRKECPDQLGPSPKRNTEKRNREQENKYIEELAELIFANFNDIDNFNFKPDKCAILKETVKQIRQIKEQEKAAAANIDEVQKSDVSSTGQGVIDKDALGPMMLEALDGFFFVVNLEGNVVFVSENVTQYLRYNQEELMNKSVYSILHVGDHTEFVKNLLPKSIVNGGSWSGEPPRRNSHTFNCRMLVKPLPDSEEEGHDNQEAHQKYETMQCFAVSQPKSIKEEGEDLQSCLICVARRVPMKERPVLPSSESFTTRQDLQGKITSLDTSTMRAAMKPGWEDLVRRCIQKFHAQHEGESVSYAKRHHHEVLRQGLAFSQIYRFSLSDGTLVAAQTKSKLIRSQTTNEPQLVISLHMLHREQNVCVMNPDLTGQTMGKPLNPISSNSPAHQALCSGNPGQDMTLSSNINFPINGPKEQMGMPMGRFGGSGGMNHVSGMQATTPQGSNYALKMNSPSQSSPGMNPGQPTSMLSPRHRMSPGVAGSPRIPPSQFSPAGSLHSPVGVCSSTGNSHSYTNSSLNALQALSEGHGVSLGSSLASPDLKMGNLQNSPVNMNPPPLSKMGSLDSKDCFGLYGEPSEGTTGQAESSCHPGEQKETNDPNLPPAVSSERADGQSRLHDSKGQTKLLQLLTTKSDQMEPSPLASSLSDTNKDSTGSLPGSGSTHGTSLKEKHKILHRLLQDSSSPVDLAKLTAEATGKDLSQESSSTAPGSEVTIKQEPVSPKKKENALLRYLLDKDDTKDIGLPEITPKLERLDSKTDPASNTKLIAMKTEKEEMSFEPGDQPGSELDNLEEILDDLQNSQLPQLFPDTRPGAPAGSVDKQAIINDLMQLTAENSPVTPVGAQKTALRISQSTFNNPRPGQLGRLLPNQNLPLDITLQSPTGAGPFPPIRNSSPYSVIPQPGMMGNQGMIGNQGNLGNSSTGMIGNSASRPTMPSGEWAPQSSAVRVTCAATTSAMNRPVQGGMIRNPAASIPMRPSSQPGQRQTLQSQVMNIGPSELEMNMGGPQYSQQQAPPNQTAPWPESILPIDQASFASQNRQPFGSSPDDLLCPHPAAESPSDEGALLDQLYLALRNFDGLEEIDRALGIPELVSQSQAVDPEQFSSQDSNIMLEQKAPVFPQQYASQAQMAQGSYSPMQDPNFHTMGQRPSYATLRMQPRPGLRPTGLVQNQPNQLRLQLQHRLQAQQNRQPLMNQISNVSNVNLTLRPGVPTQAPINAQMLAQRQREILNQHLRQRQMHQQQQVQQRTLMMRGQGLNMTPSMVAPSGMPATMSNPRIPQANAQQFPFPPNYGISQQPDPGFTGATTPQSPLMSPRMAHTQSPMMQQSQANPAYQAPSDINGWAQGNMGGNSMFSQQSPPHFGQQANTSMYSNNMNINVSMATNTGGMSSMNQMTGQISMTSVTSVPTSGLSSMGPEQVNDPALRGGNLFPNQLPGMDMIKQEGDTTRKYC
TROY NFkB inh: inhibitors of TROY-dependent NF-kB signaling | Q293 LMP1-TROYcd NF-kB luciferase reporter, 4 h | inhibition, % at 10 µM | hit rate 0.98% among 360,000;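 active means compounds whose plate-normalised and pattern-corrected inhibition of the luciferase reporter signal at the single screening dose is 50% or more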
Vif imaging: HIV Vif inhibition; hit rate 0.35% among 340,000; inhibition, % at 7.49 µM; HEK293T cells, Vif self-association by quenched fluorescence, imaging, 24 h; AID 602346; in the data active means inhibition above about 50%, passing the limit was not always enough; further: some results filed as inactive read as strong as hits
COUP-TFII inh: inhibitors of human COUP-TFII (NR2F2); P24468; HEK293T NGFI-A luciferase reporter, luminescence; inhibition, % at 8.6 µM; hit rate 0.7% among 370,000; AID 686940;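 active means inhibition above a per-plate cutoff, mean inhibition of test wells between control levels plus 3 SD, cut at about 38% in these data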;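 further: cells cotransfected with COUP-TFII expression vector driving the NGFI-A reporter; 0% = median of COUP-TF2 test wells and 100% = reporter-only cells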
LMP1 NFkB inh: reduces LMP1-driven NF-kappaB luciferase signal; hit rate 0.69% among 350,000; LMP1-induced NF-kappaB luciferase reporter cells, luminescence; inhibition, % at 12.5 µM; AID 504558; in the data active means inhibition above about 41%;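 further: 0% = neutral control wells and 100% = reference inhibitor control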
NOD2-RIPK2 inh: inhibitors of human NOD2-RIPK2 interaction; inhibition, % at 4.98 µM; hit rate 0.38% among 360,000; CHO BLA complementation NOD2-RIPK2, CCF4 ratio; O43353; AID 624267; in the data active means inhibition above about 21%;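 further: 0% = vehicle only and 100% = reference blocker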
LRH-1 inv ag: suppresses constitutive activity of human LRH-1 | inhibition, % at 3.6 µM | hit rate 0.13% among 360,000 | O00482 | AID 602396 | HEK293T StAR-luciferase reporter, LRH-1 transfected, 24 h;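 active means inhibition above the mean inhibition of all tested compounds plus 3 SD, cut at about 73% in these data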;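 further: 0% = DMSO wells and 100% = reporter-only cells lacking LRH-1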
C8 TRAIL sens: sensitizes caspase-8 expressing cells to TRAIL | hit rate 1% among 360,000 | NB7+C8 cells + TRAIL, ATPlite viability luminescence | inhibition (viability loss, TRAIL sensitization), % at 10 µM;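 active means compounds causing at least 50% loss of cell viability in the single-dose screen, relative to plate controls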
SRC1 inh: inhibitors of human steroid receptor coactivator 1 (SRC1); HEK293 GAL4-SRC1 luciferase reporter, luminescence; inhibition, % at 3.6 µM; Q15788; hit rate 0.12% among 360,000;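 active means inhibition above the campaign mean plus 3 SD, with each screening campaign given its own cutoff, cut at about 60% in these data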;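 further: 0% = DMSO treated cells and 100% = gossypol at 36 µM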
SRC3 inh: inhibits human SRC3 coactivator. Q9Y6Q9. HEK293 GAL4-SRC3 luciferase reporter, luminescence. inhibition, % at 3.6 µM. hit rate 0.17% among 360,000;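 active means inhibition above a per-campaign cutoff, the mean of all compounds plus 3 SD, cut at about 60% in these data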;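 further: 0% = DMSO-treated cells and 100% = gossypol-treated cells at 36 µM; higher means less SRC3-driven luciferase light from the GAL4 reporter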
TLR9-MyD88 inh: inhibitors of human TLR9-MyD88 binding | hit rate 0.21% among 340,000 | AID 504734 | inhibition, % at 4.98 µM | Q9NR96+Q99836 | CHO BLA complementation TLR9-MyD88, CCF4 FRET ratio;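 active means inhibition above the mean over all tested compounds plus 3 SD, cut at about 21% in these data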;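 further: 0% = DMSO only wells and 100% = clavulanate BLA inhibitor control wells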
* hit, by the source's call; x = no result given.

SMILES	NCOA2 inhibitor	TROY NFkB inh	Vif imaging	COUP-TFII inh	LMP1 NFkB inh	NOD2-RIPK2 inh	LRH-1 inv ag	C8 TRAIL sens	SRC1 inh	SRC3 inh	TLR9-MyD88 inh
Cc1ccc(/C=C/C(=O)O)cc1S(=O)(=O)Nc1ccc(C(=O)O)cc1	13	-4	x	4	-8	0	-1	13	-19	2	4
CCCCN(CCCNC(=O)C1CCCN(S(=O)(=O)CC)C1)Cc1ccccc1 (stereo not drawn)	3	11	-10	12	-5	3	-15	-8	-5	-20	-18
Cc1ccc(S(=O)(=O)c2c(C)nn(C(C)(C)C)c2OC(=O)C(C)(C)C)cc1	-3	-10	-2	-8	3	6	4	7	15	5	1
Cc1cc(C)cc(OCC(O)CN2C(=O)NC(C)(C)C2=O)c1 (stereo not drawn)	18	-8	17	3	-32	-5	1	-5	4	1	-3
O=C(CCN1C(=O)C2C3C=CC(C3)C2C1=O)NCCN1CCCc2ccccc21 (stereo not drawn)	4	-29	12	2	-13	-2	8	-1	-12	-10	4
CC1(c2ccccc2Cl)NC(=O)N(CC(=O)N2CCN(S(=O)(=O)c3ccccc3)CC2)C1=O (stereo not drawn)	13	7	-3	27	1	-3	-1	-6	11	0	-3
Cc1csc2nc(O)c(C(=O)NCCC3=CCCCC3)c(=O)n12	-14	-12	0	-11	2	-7	-1	19	11	-1	8
Cn1c(=O)c2c(nc(SCCN3CCOCC3)n2Cc2ccccc2Cl)n(C)c1=O	-12	-6	3	4	0	-5	10	7	-7	-29	6
COc1ccc(/C=N/NC(=O)c2cccc(NC(=O)c3ccccc3Cl)c2)c(OC)c1	-52	-49	-1	-13	0	-5	-1	0	-21	-5	10
Brc1ccc2c(c1)C(c1cccnc1)=NNC(c1cccs1)=N2	-18	-29	5	-1	10	0	-38	-16	-13	5	-10
CC(=O)NC(=S)Nc1sc2c(c1C(N)=O)CCC(C)C2 (stereo not drawn)	-62	-36	-2	-37	-21	1	-165	15	-71	-98	1
COc1cc(C2C(C(=O)c3ccc(C)o3)=C(O)C(=O)N2CCc2ccccc2)ccc1O (stereo not drawn)	6	-30	-4	1	4	-1	19	3	4	-8	-1
CCNC(=O)C1(C)CCCN(Cc2ccc(-c3ccccn3)cc2)C1 (stereo not drawn)	-7	7	4	5	x	-7	-17	8	-3	-3	x
Cn1cc(C(=O)OCC2CCN(CCNS(C)(=O)=O)CC2)c2ccccc21	4	-6	-2	-33	4	-4	-13	-4	8	3	1
O=c1[nH]c2cnccc2n1-c1ccccc1	-34	6	5	9	0	2	1	-1	-12	-1	1
CCOC(=O)N1CCN(C(=O)Cn2ncc3ccccc32)CC1	-19	-10	12	-8	-5	7	11	25	-2	-16	-17
Cc1[nH]c(C(=O)O)c(C#N)c1C(=O)c1ccccc1	-21	-6	x	8	1	5	-6	8	-4	2	1
CNC(=O)c1sccc1SCc1ccc(Cl)cc1Cl	8	4	8	-14	7	5	10	-4	8	14	-4
O=C(NCc1ccccc1)C(c1ccc(O)cc1)N(C(=O)c1cnccn1)c1ccccc1 (stereo not drawn)	-22	4	-3	-17	0	-1	-1	4	-11	3	-1
COc1ccc(-c2cc(C(F)(F)F)nc(N3CCN(C)CC3)n2)cc1OC	0	9	0	-13	2	-10	9	-6	-10	4	5
CCCn1nc(C(=O)Nc2cccc(S(=O)(=O)N3CCOCC3)c2)c2ccccc2c1=O	-33	12	-3	-7	5	-2	-3	21	-5	-7	-7
COc1ccc(-c2c(NC(=O)CC(C)C)n(C)c3ccccc3c2=O)cc1OC	12	-11	3	0	-2	8	0	13	13	3	-14
Cc1ccc(-c2nc(-c3cccnc3)sc2CC(=O)Nc2ccc3nc(C)sc3c2)cc1	-9	-3	0	-9	11	-6	4	23	-21	8	4
Cc1ccc(NC(=O)CCC(=O)OCC(=O)c2ccc(Oc3ccc([N+](=O)[O-])cc3)cc2)c(C)c1	0	-15	-7	9	-10	-3	-27	5	-18	-17	1
NS(=O)(=O)c1ccc(CCNC2CC(=O)N(CCc3ccccc3)C2=O)cc1 (stereo not drawn)	13	13	13	-2	0	-7	2	1	6	-1	-10
N=c1c(C(=O)NCCc2ccccc2)cc2c(=O)n3ccccc3nc2n1CCCN1CCOCC1	-24	-20	12	-22	0	-23	5	6	25	15	-29
COc1ccc(C(=O)CSc2nnc(-c3ccoc3C)n2CC2CCCO2)cc1 (stereo not drawn)	-3	-5	1	-2	7	-8	-26	-3	-5	8	-2
COc1cc(NS(=O)(=O)c2ccc(N/C=C(\C#N)c3nc4ccccc4o3)cc2)nc(OC)n1	-10	12	10	-14	-4	-2	-36	11	-6	-2	3
CCCNC(=O)c1ccc(CN2CCOCC2)cc1	11	-9	12	2	-16	2	-10	3	-14	0	-11
CCc1nnc(NC(=O)C2CCC2)s1	-46	1	2	-11	-4	-6	18	4	-8	-1	1

Profiles from above:
Record of NS(=O)(=O)c1ccc(CCNC2CC(=O)N(CCc3ccccc3)C2=O)cc1 (stereo not drawn) = NCOA2 inhibitor: 13; TROY NFkB inh: 13; Vif imaging: 13; COUP-TFII inh: -2; LMP1 NFkB inh: 0; NOD2-RIPK2 inh: -7; LRH-1 inv ag: 2; C8 TRAIL sens: 1; SRC1 inh: 6; SRC3 inh: -1; TLR9-MyD88 inh: -10
Record of O=C(NCc1ccccc1)C(c1ccc(O)cc1)N(C(=O)c1cnccn1)c1ccccc1 (stereo not drawn) = NCOA2 inhibitor: -22; TROY NFkB inh: 4; Vif imaging: -3; COUP-TFII inh: -17; LMP1 NFkB inh: 0; NOD2-RIPK2 inh: -1; LRH-1 inv ag: -1; C8 TRAIL sens: 4; SRC1 inh: -11; SRC3 inh: 3; TLR9-MyD88 inh: -1

Other structures follow:
SMILES	NCOA2 inhibitor	TROY NFkB inh	Vif imaging	COUP-TFII inh	LMP1 NFkB inh	NOD2-RIPK2 inh	LRH-1 inv ag	C8 TRAIL sens	SRC1 inh	SRC3 inh	TLR9-MyD88 inh
Cn1ncc(Br)c1C(=O)NC1CCCC1	-42	20	1	-28	13	-5	-7	2	16	24	0
COc1ccc(NC(=O)C2CCCN(S(=O)(=O)c3ccc4c(c3)CC(C)N4C(C)=O)C2)cc1 (stereo not drawn)	-10	15	-1	-9	6	-8	4	-13	7	17	1
CCOC(=O)c1c(NC(=O)C2C3C=CC(C3)C2C(=O)O)sc2c1CCC(CC)C2 (stereo not drawn)	19	29	1	7	11	-5	23	5	18	16	4
C/C(=N\NC(=O)c1cccc(F)c1)c1cccc(NC(=O)c2ccc(F)cc2)c1	-38	-33	-2	-1	-1	-5	-60	21	-13	-36	-3
CC[C@]12c3[nH]c4ccc(OC)cc4c3CCN1C(=O)C(CC(=O)NCCN1CCOCC1)C[C@@H]2C(=O)N1CCN(C(=O)c2ccco2)CC1 (stereo partly drawn)	0	1	4	-6	8	-12	3	-14	5	-28	0
COc1cc(-c2cn(S(=O)(=O)c3cccc4nsnc34)nc2N)cc(OC)c1OC	-13	6	-2	-30	-8	-14	1	-5	-19	18	-7
N#CC(C(N)=O)=C1CCCCC1	1	-25	x	-14	4	-7	-21	-45	-34	-5	x
Cc1ccc(S(=O)(=O)N2CCOCC2)cc1C(=O)NCc1ccccc1CN1CCCC1	5	6	2	-9	-1	4	8	5	2	26	-7
O=[N+]([O-])c1ccc(NN=Cc2ccco2)nc1	-63	-38	-3	-47	-48	8	-15	-4	-72	-79	5
O=[N+]([O-])c1cccc2cn[nH]c12	-25	7	-6	-31	0	-12	13	-7	-25	-9	3
O=C(NCc1cccc(Cl)c1)c1ccc(S(=O)(=O)N2CCCCC2)cc1	-18	-4	-2	3	8	0	-4	-2	-1	-1	-8
CC(C)Cn1cc(C(=O)NCC2CCCO2)c2c3ccccc3n(C)c2c1=O (stereo not drawn)	-3	6	2	4	4	5	12	6	-2	17	-6
COc1cc(CNn2c(C)n[nH]c2=S)cc(Br)c1OCC(=O)NC(C)(C)C	10	-3	-3	15	-2	0	-12	2	-10	1	7
Cc1ccc([C@H]2N[C@]3(CCCN(CC4CCCCC4)C3=O)[C@H]3C(=O)N(C)C(=O)[C@@H]23)cc1	4	-3	-3	-2	-7	-17	-30	8	-7	8	-2
CCCCN(C(=O)C1CCCC1)c1c(N)n(CCC)c(=O)[nH]c1=O	-40	2	3	6	1	-3	12	2	-17	8	8
CCC(C(=O)NC1C(=O)N2C(C(=O)O)=C(CSc3nnc(C)s3)CSC12)c1ccccc1 (stereo not drawn)	14	4	13	-2	0	-3	0	-14	-5	-3	2
Cc1ccc(C)c(OCCC(=O)OCC(=O)N2CCN(S(=O)(=O)c3ccc(Cl)cc3)CC2)c1	-3	18	-4	6	8	11	-20	-4	-23	-17	-2
CC(C)NC(=O)CSc1nc2[nH]ncc2c(=O)[nH]1	15	-2	3	-3	-4	-1	-6	-9	7	7	-3
Cc1cc(C(=O)Nn2cnc3ccccc3c2=O)ccc1[N+](=O)[O-]	0	-6	7	4	-6	2	6	-12	0	6	8
COc1ccc(/C=N/Nc2cc(=O)n(C)c(=O)n2C)cc1OC	-3	-6	0	22	0	-7	15	3	-11	9	-6
Cc1ccc[n+](C2C(c3ccc([N+](=O)[O-])cc3)C(C#N)=C([S-])NC2(O)C2CC2)c1 (stereo not drawn)	23	-6	4	24	-11	-5	8	-4	-6	11	1
OC1C=CSc2nc3ccccc3n21 (stereo not drawn)	-28	-5	14	-11	-36	5	-19	-6	-28	-23	0
COc1cc(-c2c(C#N)c(N)nc3c2c(C)nn3-c2ccc(C)c(C)c2)cc(OC)c1OC	7	22	-16	12	5	-9	17	14	-4	4	0
Cc1ccc2c(c1)nc(NCCO)n2C	-26	6	-2	-13	2	-8	-1	-1	-21	8	4
Cc1cc(OCC(=O)OCC(=O)N2CC(C)CC(C)C2)ccc1Cl (stereo not drawn)	-18	-8	-3	-13	-6	-1	-4	-4	3	-12	3
C=C(C)CN(CC)C(=O)CCc1nnc(CCCc2ccccc2)o1	-35	-25	-3	-28	-32	8	-65	6	-108	-86	-10
CCOc1ccc(CC(=O)NCC(=O)NCc2cc(=O)n(C)c(=O)n2C)cc1	-11	-10	-3	9	-7	-4	-4	-10	-31	10	-11
CCOC(=O)N1CCN(/C=C(\C#N)c2nc3ccccc3s2)CC1	8	-47	0	-28	-24	3	-27	-11	-47	-44	0
O=C(NCCCn1ccnc1)C1CCCN(S(=O)(=O)c2ccc(F)cc2)C1 (stereo not drawn)	-1	9	-1	23	1	1	-23	-9	13	-8	-1
COc1cccc(NC(=O)c2c(C)nn(-c3ccccc3)c2Cl)c1	-48	-36	-5	-23	-18	5	-32	21	-27	-53	-5
COc1ccc(CCNC(=O)C(=O)NCCC2CCCCN2S(=O)(=O)c2ccccc2)cc1 (stereo not drawn)	-6	12	0	-13	1	-10	0	18	-5	14	1
Cc1nc2ccccc2n1CCOc1ccc([N+](=O)[O-])cc1	-48	-13	3	10	-17	1	1	-3	11	2	1
CCOC(=O)[C@H]1[C@H]2COc3ccc(Cl)cc3[C@@H]2N2C(=O)c3cc(Cl)ccc3NC(=O)[C@@]12C	7	-16	0	7	-7	-2	18	11	3	14	-10
Cc1ccc(C(=O)COC(=O)CN2C(=O)C3C4CC(C(Br)C4Br)C3C2=O)cc1 (stereo not drawn)	10	-16	-2	2	-1	-4	-6	-6	2	-1	3

Not all compounds are listed, so the mix of outcomes need not match the whole.
